Bioassay records as filed in PubChem BioAssay.
Insulin prom up – MIN6 insulin promoter up-regulation | MIN6 insulin promoter-GFP reporter, high-content imaging; hits give high values | z-score at 5 µM | 190,000 compounds, 0.3% hits | AID 1625;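 active means z-score above 3 at 5 µM with at least 500 cells counted in the well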
HEK293 NOD2/NF-kB – inhibition of NOD2-driven NF-kB reporter – cell-based, luminescence, uHTS, HEK293 (AID 1566); HEK293 NOD2/NF-kB luciferase reporter, luminescence; higher % means a stronger effect; inhibition, % at 4 µM, or EC50 in µM where a hit was titrated; 290,000 compounds, 0.63% hits; in the data active means inhibition above about 50%; further: many of its hits are not listed in these tables
P. falciparum M17LAP – P. falciparum M17LAP inhibitors, primary screen, biochemical, fluorogenic H-Leu-NHMec substrate, 1536-well (AID 1619). recombinant M17LAP, H-Leu-NHMec fluorogenic kinetic assay; higher % means a stronger effect. inhibition, % at 30 µM; hits with a dose series show IC50 in µM. 220,000 compounds, 0.38% hits;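 active means compound inhibiting the enzyme by more than half at any dose during confirmatory dose-response retesting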;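 further: plate controls were full reaction with DMSO carrier for no effect and no enzyme background for full effect; strong numbers were not always called active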
Autophagy HCS – alters autophagy in cells; MEF GFP-LC3 puncta imaging; test concentration mostly 10 µM; calls only at 10 µM (by protocol); 190,000 compounds, 0.98% hits;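 active means percentage of spot-positive cells more than 3 SD above its plate mean, without a fluorescence outlier flag or 80% toxicity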;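 further: spot-positive cell cutoff set from DMSO-treated cells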
NOD1 inhibition – NOD1 signaling inhibitors, primary screen, cell-based, luminescence, uHTS (AID 1578); NOD1-driven NF-kB luciferase reporter cells, luminescence; higher % means a stronger effect; 290,000 compounds, 1% hits; inhibition, % at 4 µM, or EC50 in µM where a hit was titrated; in the data active means inhibition mostly above about 36%, no sharp cut-off; inactive means mostly below about 34%;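 further: HEK-293T reporter cells stimulated with the NOD1 agonist gamma-tri-DAP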
MT stabilize HCS – microtubule stabilization, imaging screen | HeLa tubulin immunostaining HCS, 24 h; share of cells brighter than vehicle mean+2SD | % tubulin-high responders, % at 10 µM | 200,000 compounds, 0.83% hits;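 active means plate Z-score above 3 for both tubulin-high and condensed-nucleus cell shares, with cell loss under 80%, at 10 µM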;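 further: anti alpha tubulin signal scored within the nucleus-defined area of each cell; some results filed as inactive read as strong as hits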
Dynein cargo inh – blocks dynein driven cargo transport along microtubules; 3617.4 mouse cells, GR-EGFP nuclear translocation imaging; test concentration mostly 20 µM; stimulated with dexamethasone, 1 µM; hits give low values; z-score, hits read low; 220,000 compounds, 0.47% hits;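 active means plate z-score of nuclear minus cytoplasmic receptor signal below a set negative limit, without overly bright fluorescence or cell loss, cut at about -3.5 in these data, passing the limit was not always enough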;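 further: z-score of nuclear minus cytoplasmic ring GR-EGFP intensity difference per well; some compounds called inactive have numbers as strong as hits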
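Buffer or medium: tetracycline-free induction medium containing charcoal-stripped FBS / Reagent: dexamethasone agonist, 1.0 µM final, for 30 min / Technique: automated 10x imaging of fixed Hoechst-stained cells / Times: induction 48 h, compound 1 h, agonist 30 min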
Yfh1-depleted yeast – mitochondrial function rescue without frataxin homolog – Friedreich's ataxia, plus single-dose screen, dose response (AID 1465); fold induction at 50 µM; hits with a dose series show EC50 in µM; 220,000 compounds, 0.074% hits; S. cerevisiae Yfh1-off respiration, WST-1 reduction, 72 h; higher fold induction means a stronger effect;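 active means fold induction of absorbance versus untreated yeast above a set limit, then at least 30% activation at any dose in follow-up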;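 further: activators that raise dye reduction in frataxin-depleted yeast; strong numbers were not always called active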
b-catenin transl – beta-catenin nuclear translocation modulation. nuclear translocation activity, % at 5 µM. HeLa beta-catenin nuclear translocation, immunofluorescence imaging. 190,000 compounds, 0.3% hits;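 active means nuclear translocation activity above 50% at 5 µM, with a well cell count of 50 or more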;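 further: per-cell ratio of nuclear to cytoplasmic median beta-catenin stain intensity; plate controls were DMSO negative control for no effect and GSK-3 inhibitor IX positive control for full effect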
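System: HeLa cells, endogenous beta-catenin; compound dosing: 5 µM primary single dose, 0.1% DMSO, 0.02–20 µM confirmation series; incubation: 24 h compound exposure at 37°C, 5% CO2; signal: beta-catenin immunofluorescence imaging with DAPI; evaluation: % activation, nuclear-to-cytoplasmic median beta-catenin signal ratio per cell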
Dynein cargo inh cytoplasmic EGFP – recorded beside Dynein cargo inh, whose call it bears; z-score; measured here: cytoplasmic GR-EGFP intensity; hits give high values
Dynein cargo inh nuclear GR-EGFP – second read-out of Dynein cargo inh, no call of its own (marks repeat the call); z-score; measured here: nuclear GR-EGFP intensity;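 lower value marks the stronger effect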
Dynein cargo inh cell count – further read-out of Dynein cargo inh, marked with its call; z-score; measured here: cell count per field
Insulin prom up cell count – further read-out of Insulin prom up, marked with its call; cell count; measured here: cytotoxicity, nuclei count;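 total cells summed across four imaged fields per well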
b-catenin transl cell count 5 µM – second read-out of b-catenin transl, no call of its own (marks repeat the call); cell count; measured here: cell count, cytotoxicity flag
MT stabilize HCS Hoechst-high % – second read-out of MT stabilize HCS, no call of its own (marks repeat the call); % Hoechst-high responders; measured here: nuclear condensation Hoechst responders;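 share of cells brighter than vehicle mean plus two SD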
MT stabilize HCS cytotoxicity % – second read-out of MT stabilize HCS, no call of its own (marks repeat the call); toxicity, %; measured here: cytotoxicity by cell density;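 0% = mean cell density of plate MIN control wells and 100% = no cells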
Autophagy HCS cell loss 18 h – also measured in Autophagy HCS; calls as there; toxicity, %; measured here: cell loss, nuclei count;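 cell loss after 18 h compound exposure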
* marks the source's active call; other numbers are inactive results; i = inactive; · = not tested or not shown. Not all compounds are listed. The share of hits here may be higher or lower than overall.

SMILES	Insulin prom up	Insulin prom up cell count	HEK293 NOD2/NF-kB	P. falciparum M17LAP	Autophagy HCS	Autophagy HCS cell loss 18 h	NOD1 inhibition	MT stabilize HCS	MT stabilize HCS Hoechst-high %	MT stabilize HCS cytotoxicity %	Dynein cargo inh	Dynein cargo inh cytoplasmic EGFP	Dynein cargo inh nuclear GR-EGFP	Dynein cargo inh cell count	Yfh1-depleted yeast	b-catenin transl	b-catenin transl cell count 5 µM
COc1cc(C(C(=O)NC2CCCCC2)N(Cc2ccco2)C(=O)c2cnccn2)cc(OC)c1OC (stereo not given)	0.84	1589	4%	·	i	-8	-34%	1.7	1.0	7.5	-0.54	-0.34	0.0079	0.86	i	0.9	1502
Cc1[nH]c2ccccc2c1SCC(=O)N1CCCCC1	0.2	1597	-9%	9%	i	-7	-38%	3.1	3.0	9.7	1.1	-0.21	0.47	-0.14	i	-1.9	1081
Cc1nc(COC(=O)c2cc(O)c3ccccc3c2O)cs1	0.12	1451	15%	15%	i	8	-24%	5.7	2.8	9.1	-3.6*	0.34*	-1.1*	-0.15*	i	-4.4	1087
COc1ccc(C2N(c3ccc(C)cc3)CCN2c2ccc(C)cc2)cc1O	0.05	1370	2%	0%	i	29	-21%	4.0	2.5	7.5	0.069	-0.33	-0.47	0.2	i	0.6	1118
Cc1ccc(Cn2ccc(NC(=O)c3nn(C)cc3Cl)n2)cc1	1	1270	-75%	-8%	i	-20	8%	3.3	1.8	3.6	-0.25	-0.21	0.41	0.98	i	-0.2	1401
CCOC(=O)c1sc(C)c2c(=O)n(CC)nnc12	-0.51	1888	16%	16%	i	0	-8%	3.6	1.9	8.7	-0.26	-0.2	-0.78	-0.48	i	-0.1	1060
CCC(CC)NC(=O)c1cc(OC)c(OC)cc1[N+](=O)[O-]	0.38	1564	3%	-5%	i	-30	-20%	2.5	0.8	4.3	0.98	-0.23	0.79	0.31	i	0.2	1384
Cc1noc2ncnc(Oc3ccc4ccccc4c3)c12	·	·	2%	13%	i	27	5%	2.7	2.8	6.3	-0.73	-0.18	-0.84	0.55	·	·	·
O=C(CCC1CCCC1)N1CCN(C2CCCC2)CC1	-0.58	1315	13%	8%	i	0	1%	1.4	2.9	11	3.3	-0.1	2	-1.1	i	-4.1	1203
Cc1nn(Cc2ccccc2)c(=O)n1N(C)c1ncc(C(F)(F)F)cc1Cl	·	·	14%	1%	i	30	-7%	1.6	1.5	2.3	0.51	0.052	0.45	-0.75	i	-0.4	1210
COc1cc(C2C(C#N)=C(N)Oc3n[nH]c(-c4cccnc4)c32)cc(Br)c1O (stereo not given)	0.72	1579	8%	31%	i	-3	-38%	2.4	3.3	13	-0.2	-0.16	-0.68	0.1	i	-5.7	1115
CC(=O)c1cccc(NC(=O)C2C3C=CC(C4CC34)C2C(=O)O)c1 (stereo not given)	-0.06	1845	6%	22%	i	8	-2%	1.3	2.1	17	0.34	-0.21	0.44	0.41	i	-1.8	1026
CC(C)(O)c1ccc2c(c1)CCC1C(C)(C(=O)O)CCCC21C (stereo not given)	-0.35	970	15%	-2%	·	·	1%	·	·	·	-0.18	-0.8	0.33	-0.4	i	-0.3	1118
O=C(CSC1=NCCN1)Nc1cccc(C(F)(F)F)c1	0.52	1524	12%	-6%	i	7	-24%	3.1	1.9	7.0	-2	-0.067	-0.23	0.41	i	-8.0	1102
Cc1ccc(O)c(C(CC(=O)NCc2ccco2)c2ccccc2)c1 (stereo not given)	-0.15	1372	0%	5%	i	-8	-21%	·	·	·	-0.21	-0.4	0.18	1.2	i	0.3	1034
O=C1CC(NNc2ccccc2)C(=O)N1c1cccc(Cl)c1 (stereo not given)	·	·	1%	1%	i	-5	-5%	2.4	1.3	3.9	3.9	-0.13	1.1	-2.1	i	·	·
CCC(=O)Nc1ccc(NC(=O)/C=C/c2ccc(Cl)cc2)cc1	0.44	1517	-7%	-2%	i	4	-27%	5.9	2.4	6.3	1.3	0.029	1.1	-1.7	i	-0.1	1086
O=[N+]([O-])c1ccc(C[n+]2cccc3ccccc32)cc1	-0.04	1256	15%	1%	i	20	-41%	3.9	1.6	11	-0.79	-0.33	-0.12	1.2	i	0.6	1067
O=C(COc1ccc(Cl)cc1Cl)NCCCCc1ccccc1	0.45	1573	-12%	6%	i	2	10%	1.7	0.9	3.7	-0.38	-0.096	-0.27	-0.18	i	-1.0	1368
COc1ccc(N2CCC(CNC(=S)Nc3c(C)cc(C)cc3C)C2)cc1 (stereo not given)	-1.5	1000	-12%	-4%	·	·	-3%	·	·	·	0.61	-0.23	1.3	-1.9	i	0.5	1357
O=C(NC(=S)Nc1ccc(S(=O)(=O)NC2CCCCC2)cc1)c1cccs1	1.3	1387	-22%	2%	i	-1	54%	3.5	2.3	9.3	-1.1	-0.23	-0.79	0.2	i	3.5	1001
O=C(c1cccc(Br)c1)N1CCN(S(=O)(=O)N2CCOCC2)CC1	-0.73	1676	2%	8%	i	-1	-26%	7.5	2.7	3.7	-0.72	-0.34	-0.26	0.55	i	0.9	1471
O=C1CCCC2=C1C1c3ccccc3C(=O)N1c1ccc(C(=O)c3ccccc3)cc1N2 (stereo not given)	-0.76	540	13%	-2%	i	8	13%	33	5.3	48	1.5	-0.29	0.6	-0.099	i	-0.7	1064
Cc1ccc(S(=O)(=O)NNC(=O)c2cccs2)c(C)c1	0.05	1397	6%	12%	i	-15	-34%	1.3	1.5	6.7	0.39	-0.044	-0.17	-0.17	i	0.4	984
Cc1ccc(NC(=O)CN(C)CC(=O)Nc2ccc(N3CCOCC3)cc2)c([N+](=O)[O-])c1	0.27	1274	6%	-7%	i	2	26%	4.9	2.3	7.2	-0.25	-0.18	-0.32	0.38	i	0.7	892
COc1cccc(CC(NC(C)=O)C(=O)NC2CCN(S(=O)(=O)c3ccc(NC(C)=O)cc3)CC2)c1 (stereo not given)	0.01	1423	12%	-17%	i	-11	-24%	·	·	·	-0.88	-0.34	-0.16	0.61	i	1.1	987
CCC(=O)O[C@]1(C(=O)CCl)[C@@H](C)C[C@H]2[C@@H]3CCC4=CC(=O)C=C[C@]4(C)[C@@]3(F)[C@@H](O)C[C@@]21C	·	·	20%	4%	i	2	15%	3.2	1.5	3.1	-0.63	-0.25	-0.14	0.74	i	-8.8	465
CCCCCSc1nnc2c(n1)OC(c1cccn1C)N(C(C)=O)c1ccccc1-2 (stereo not given)	-0.22	1580	12%	14%	i	12	10%	8.6	2.4	8.5	-0.61	-0.36	-0.002	-0.058	i	0.8	1434
O=C(/C=C/c1ccc(Cl)cc1)N1CCN(c2ccccn2)CC1	0.03	1059	-8%	4%	i	11	-13%	7.3	2.3	8.9	-0.74	-0.29	-0.41	0.59	i	1.9	506
O=C1CN=C(Nc2ccccc2Cl)N1c1ccccc1	1.1	1215	14%	5%	i	2	35%	3.5	1.9	6.4	0.36	-0.17	-0.44	-0.98	i	1.1	1283
O=C(C1CCCN1S(=O)(=O)c1cccc2nsnc12)N1CCCCC1 (stereo not given)	0.67	1067	16%	5%	·	·	-11%	·	·	·	-0.48	-0.26	0.16	0.72	i	1.1	1344
CCOc1ccc(/C=C2\SC(=S)N(CC(=O)N(CCO)C(C)(C)C)C2=O)cc1	-0.06	1432	6%	-5%	i	-38	-18%	1.5	2.6	8.0	0.37	-0.24	0.29	-0.087	i	1.4	1481
CCOC(=O)Cc1csc(NC(=O)CCN2C(=O)c3ccccc3C2=O)n1	0.31	1251	1%	7%	i	6	-10%	3.6	3.8	9.3	-0.21	-0.062	0.17	1.2	i	1.0	1121
Cc1ccc(S(=O)(=O)Cn2nnnc2C(c2ccccn2)N2CCN(c3ccccc3)CC2)cc1 (stereo not given)	·	·	-2%	2%	i	-5	-21%	3.0	2.9	10	-0.14	-0.22	0.1	0.33	i	-2.5	1013
Cc1nc2c(C(=O)NCc3ccco3)cnn2c(C)c1Cc1ccc(F)cc1Cl	-1.1	1301	4%	-11%	i	4	·	4.8	3.2	6.6	0.85	-0.17	0.83	-1.4	i	1.7	1349
C=CCn1c(C)cc(C(=O)CN2C(=O)NC3(CCCc4ccccc43)C2=O)c1C (stereo not given)	0.22	915	1%	12%	i	-5	-30%	1.5	1.2	14	-0.51	-0.41	-0.48	0.46	i	·	·

Three records drawn at random from the list so far:
SMILES	Insulin prom up	Insulin prom up cell count	HEK293 NOD2/NF-kB	P. falciparum M17LAP	Autophagy HCS	Autophagy HCS cell loss 18 h	NOD1 inhibition	MT stabilize HCS	MT stabilize HCS Hoechst-high %	MT stabilize HCS cytotoxicity %	Dynein cargo inh	Dynein cargo inh cytoplasmic EGFP	Dynein cargo inh nuclear GR-EGFP	Dynein cargo inh cell count	Yfh1-depleted yeast	b-catenin transl	b-catenin transl cell count 5 µM
CC(C)(O)c1ccc2c(c1)CCC1C(C)(C(=O)O)CCCC21C (stereo not given)	-0.35	970	15%	-2%	·	·	1%	·	·	·	-0.18	-0.8	0.33	-0.4	i	-0.3	1118
O=C1CN=C(Nc2ccccc2Cl)N1c1ccccc1	1.1	1215	14%	5%	i	2	35%	3.5	1.9	6.4	0.36	-0.17	-0.44	-0.98	i	1.1	1283
COc1ccc(N2CCC(CNC(=S)Nc3c(C)cc(C)cc3C)C2)cc1 (stereo not given)	-1.5	1000	-12%	-4%	·	·	-3%	·	·	·	0.61	-0.23	1.3	-1.9	i	0.5	1357
